Screens as filed in PubChem.
TDP1 cell noCPT: qHTS for Inhibitors of human tyrosyl-DNA phosphodiesterase 1 (TDP1): qHTS in cells in absence of CPT; DT40 Tdp1-/- hTDP1 cells, no CPT, ATP luminescence, 48 h; Potency, µM (doses to about 46.2 µM), without a hit: at the top dose activity change, negative = growth inhibition, actives largely listed as inhibitors; hit rate 15% among 420,000; note: nearly all actives have a fitted effect of over 55% in size
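Growth of hTDP1-complemented DT40 Tdp1-knockout cells is measured by ATP luminescence after at least 48 hr compound exposure at 37 °C, with DMSO substituting for the 20 nM CPT used in the parallel screen.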
TDP1 cell CPT: DT40-hTDP1 cell growth loss with CPT | Potency, µM (doses to about 46.2 µM), inactives show top-dose activity change, negative = growth inhibition, usual class: inhibitors | hit rate 12% among 420,000 | chicken DT40 Tdp1-/-;hTDP1 cells + 20 nM CPT, ATP luminescence, 48 h; note: nearly all actives have a fitted effect of over 55% in size
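Cell growth measured by CellTiter-Glo luminescence after a minimum 48 h, 37 C compound exposure with 20 nM CPT in Tdp1-knockout DT40 cells stably expressing hTDP1, seeded 400/well; qHTS titration format.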
TDP1 inh: blocks human tyrosyl-DNA phosphodiesterase 1; Q9NUW8; recombinant TDP1, AlphaScreen DNA substrate cleavage; Potency, µM (top dose mostly 130 µM), inactives show top-dose activity change, negative = inhibition, most hits filed as inhibitors; hit rate 0.28% among 350,000; AID 485290; note: nearly all actives have a fitted effect of over 40% in size
Target sequence (Q9NUW8 whole entry, looked up): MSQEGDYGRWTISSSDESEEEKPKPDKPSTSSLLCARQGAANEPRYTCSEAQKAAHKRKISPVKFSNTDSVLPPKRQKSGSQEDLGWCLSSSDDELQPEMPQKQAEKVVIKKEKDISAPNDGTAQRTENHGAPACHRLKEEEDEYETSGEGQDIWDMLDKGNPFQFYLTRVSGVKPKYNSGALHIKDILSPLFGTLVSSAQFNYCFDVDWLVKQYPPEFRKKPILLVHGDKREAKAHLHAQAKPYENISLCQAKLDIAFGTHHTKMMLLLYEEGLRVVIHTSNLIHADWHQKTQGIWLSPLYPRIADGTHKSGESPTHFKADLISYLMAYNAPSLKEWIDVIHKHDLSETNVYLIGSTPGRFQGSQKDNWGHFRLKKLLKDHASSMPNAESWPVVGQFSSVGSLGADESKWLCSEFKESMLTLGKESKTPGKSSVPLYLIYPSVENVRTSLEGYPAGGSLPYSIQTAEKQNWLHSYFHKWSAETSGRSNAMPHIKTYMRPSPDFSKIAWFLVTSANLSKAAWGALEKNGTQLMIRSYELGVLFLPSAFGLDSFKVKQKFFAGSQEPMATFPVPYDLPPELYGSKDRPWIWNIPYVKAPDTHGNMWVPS
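Recombinant E. coli-expressed Tdp1 (1 nM) preincubated with compound 15 min at RT, then 5'-biotin/3'-phosphotyrosine-FITC DNA substrate (15 nM) added for 5 min. AlphaScreen beads (10 ug/ml) added, 10 min RT; tyrosine-FITC cleavage read as signal loss.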
* marks the source's active call; other numbers are inactive results; u = inconclusive; x = not tested or not shown; & = joins results of further samples; [ ] = another dose, or the depositor's remark. Calls come from the whole dose curve; as a rule, active = well fitted curve in the direction sought with a large enough effect; inconclusive = small, poorly fitted or top-dose-only effect, or another doubt; inactive = no such curve, though single readings can be large; an effect the other way counts as inactive or inconclusive. % is set by controls: 0 for no effect and ±100 for the full control effect; potency is the fitted concentration of half-maximal effect.

Structure	TDP1 inh	TDP1 cell noCPT	TDP1 cell CPT
Cc1ccc(S(=O)(=O)N(CC(=O)NCC2CCCO2)Cc2cccc(C)c2)cc1 (centres undefined)	0%	-23%	-16%
CCOC(=O)C1CCN(c2ncnc3c2c(-c2ccccc2)cn3-c2cccc(C)c2)CC1	8%	23µM*	18µM*
CCOc1cccc(CN2CCCC(CCC(=O)NCc3ccccc3F)C2)c1O (centres undefined)	11%	-2%	0%
CCc1c(C)nc(N2CCOCC2)[nH]c1=O	3%	6%	-2%
CC(CCCC(C)(C)O)NCc1cn[nH]c1-c1ccc2c(c1)OCO2 (centres undefined)	3%	u	-15%
Cn1cnnc1SCC(=O)N1CCc2ccccc21	6%	-3%	-16%
Cc1nnsc1C(=O)NC(C)c1ccccc1 (centres undefined)	6%	-4%	u
Cc1sc2ncnc(NCCCO)c2c1C	2%	u	5%
O=C(N/N=C/c1ccc[nH]1)c1ccc(Cl)cc1	1%	-22%	-1%
O=C(Cn1c(/C=C/c2ccccc2)nc2ccccc21)Nc1ccc(F)cc1	-3%	u	-69%
CN1CCN(C(=O)C2=C[C@H](c3ccccc3)C[C@H](OCc3ccc(CO)cc3)O2)CC1	6%	7%	0%
COc1ccc(Nc2nc(N)nc(CSC(=S)N3CCCCC3C)n2)cc1 (centres undefined)	x	18µM*	u
CC1=C(C(=O)OC2CCCCCC2)C(c2ccc(Cl)cc2)CC(=O)N1 (centres undefined)	0%	u	u
COc1ccc(C(C)=O)cc1COC(=O)Cc1cc(OC)c(OC)c(OC)c1	0%	-26%	-14%
CCc1ccc(NC(=O)Nc2ccsc2C(=O)OC)cc1	-2%[56.1 µM]	-14%	-18%
NC(=O)C1CCN(C(=O)c2ccc(NS(=O)(=O)c3ccc(Br)s3)cc2)CC1	-2%	5%	4%
O=C(CN(C(=O)c1csnn1)c1cccc2ccccc12)NC1CCCC1	3%	5%	8%
Cc1sc2nc(C3CCCCC3)nc(SCC(=O)N3CC(=O)Nc4ccccc43)c2c1C	2%	u	u
O=c1c(Cc2c(F)cccc2Cl)c(O)ccn1CCCn1ccnc1	8%	2%	-20%
Cc1ccc(C)c(NC(=S)N2CCN(S(=O)(=O)c3ccccc3)CC2)c1	6%[56.1 µM]	6%	7%
COc1ccc2oc(-c3ccco3)cc(=O)c2c1	5%	u	u
CCc1nnc(NC(=O)c2nc(SCc3ccccc3C)ncc2Cl)s1	5%	-10%	-16%
Cn1cc(C(=O)NC2CCCCCC2)c(=O)c2cc(S(=O)(=O)N3CCCC3)ccc21	3%	-23%	-28%
CCNC(=O)Cc1c(OC)ccc2cc(Br)ccc12	4%	-6%	4%
COc1cccc(CN(Cc2cccnc2)S(=O)(=O)c2ccc(-n3cnnn3)c(C)c2)c1OC	1%	u	u
OC[C@@H]1CN(Cc2ccc(Cl)cc2)C[C@H](n2cnc3c(Nc4ccccc4)ncnc32)O1	x	u	u
Cc1ccc(C(=O)C[n+]2ccc(Cc3ccccc3)cc2)cc1	-6%	5.8µM*	5.8µM*
CCOC(=O)c1c(NC(=O)Cc2cccs2)sc(C)c1C	-2%	-17%	-19%
CCC1(C(=O)NC(=Nc2ccccc2)Nc2ccccc2)CCOC1=O (centres undefined)	x	-5%	3%
CC(C)N1CCc2c(sc(NC(=O)C3CCCCC3)c2C(N)=O)C1	x	u	u
CC(=O)Nc1ccc(SCc2ncc(-c3ccccc3)o2)cc1	2%	u	u
CCCNC(=O)COC(=O)c1cc(SC)ccc1Cl	-3%	-21%	-16%
Cc1c(NC(=O)N2CCCCCC2)c(=O)n(-c2ccccc2)n1C	3%	-12%	-9%
CC(=O)COc1ncn(-c2ccccc2)n1	0%	-14%	-15%
Cc1ccc(-n2c(=S)sc3c(=O)n(-c4ccccc4F)c(SCC(=O)O)nc32)cc1C	x	2%	1%
FC(F)(F)c1cnc(N2CCSCC2)c(Cl)c1	3%	-21%	0%
O=C1NC(C(F)(F)F)(C(F)(F)F)N=C2SC=CN12	x	-10%	-4%
Cc1ccc(N2CC(C)Cn3c2nc2c3c(=O)n(CC(=O)OCc3ccccc3)c(=O)n2C)cc1C (centres undefined)	1%	18µM*	11µM*
Cc1ccc(CNC(=O)c2ccc3c(=O)n(-c4ccccc4)c(=O)[nH]c3c2)cc1	6%	-5%	2%
Cc1cc(C)c(-c2cc(NC(=O)COC(=O)c3ccc(NC(=O)CC#N)cc3)n(-c3ccccc3)n2)cc1C	8%[0.505 µM]	-12%	-17%
C[C@@H]1CN([C@H](C)CO)C(=O)CCCn2nncc2CO[C@H]1CN(C)C(=O)OCc1ccccc1	x	-8%	-14%
CCNc1cc(=O)n(C)c(=O)n1C	-6%	-10%	-6%
O=S(=O)(Cc1cccc(C(F)(F)F)c1)c1ncn[nH]1	4%	-12%	-9%
COCCNC(=O)COc1cc(=O)n(C)c2ccccc12	1%	1%	-7%
CN(C(=O)COC(=O)c1cc[n+]([O-])cc1)c1ccccc1	3%	22%	-3%

Two entries from above, with values under each structure.
Screens in order: TDP1 inh, TDP1 cell noCPT, TDP1 cell CPT
O=C1NC(C(F)(F)F)(C(F)(F)F)N=C2SC=CN12
→ x, -10%, -4%
Cc1ccc(N2CC(C)Cn3c2nc2c3c(=O)n(CC(=O)OCc3ccccc3)c(=O)n2C)cc1C (centres undefined)
→ 1%, 18µM*, 11µM*

(next part)
Structure	TDP1 inh	TDP1 cell noCPT	TDP1 cell CPT
O=C(CCN1C(=O)c2ccccc2S1(=O)=O)Nc1ccc(F)c(F)c1F	0%	-5%	-4%
COCCCNC(=O)c1ccc2c(=O)n(Cc3ccc(Cl)cc3)c(=S)[nH]c2c1	x	-9%	-6%
C/C(=N\NC(=O)c1cccc(S(=O)(=O)N2CCOCC2)c1)c1ccc(C#N)cc1	3%	u	-12%
COc1ccc(NC(=O)c2sc3nc(C(F)(F)F)cc(C)c3c2N)cc1OC	2%	-6%	1%
Cc1cc(-c2ccco2)n(CC(=O)NCCN(C)C)n1	-5%	-2%	-2%
Cc1cc(C(=O)CN2C(=O)C(=O)N(Cc3ccccc3)C2=O)c(C)n1Cc1ccccc1	3%	u	u
COc1cc(CN2CCSCC2)c([N+](=O)[O-])cc1OC	x	-5%	5%
CCOC(=O)Cn1c(=NC(=O)CSC(C)=O)sc2cc(OC)ccc21	5%	-5%	u
COc1ccccc1NC(=O)NC1(C(=O)N2CCOCC2)CCCCC1	13%	-3%	-5%
O=C(COC(=O)c1c(Cl)cccc1Cl)NCc1cccs1	-5%	-3%	-8%
Cc1ccc(Sc2ccc(NC(=O)CCl)cc2)c(C)c1	-3%	18µM*	15µM*
CCC(NS(=O)(=O)c1ccc2c(c1)Cc1cc(S(=O)(=O)NC(CC)C(=O)O)ccc1-2)C(=O)O (centres undefined)	3%	7%	3%
Cc1noc(C)c1COc1ccccc1C(=O)NNC(=O)c1ccccc1F	1%	3%	-7%
NC(=O)COc1ccc(NC(=O)OCc2ccccc2)cc1	5%	10%	9%
COc1cccc(Nc2sc(C(=O)c3ccc(F)cc3)c(N)c2C(=O)NCc2ccc(C)cc2)c1	9%	5.2µM*	4.1µM*

Filtered by structure: those above containing a furan ring, fused or not.
Structure	TDP1 inh	TDP1 cell noCPT	TDP1 cell CPT
COc1ccc2oc(-c3ccco3)cc(=O)c2c1	5%	u	u
Cc1cc(-c2ccco2)n(CC(=O)NCCN(C)C)n1	-5%	-2%	-2%

(cont.)
Structure	TDP1 inh	TDP1 cell noCPT	TDP1 cell CPT
CCCS(=O)(=O)N1CCCC(C(=O)NCCCN(CC)c2cccc(C)c2)C1 (centres undefined)	-2%	u	u
O=C(COC(=O)c1ccc(Br)c(S(=O)(=O)N2CCOCC2)c1)NCC1CCCO1 (centres undefined)	4%	-12%	4%
COc1ccc(C(C)=O)c(OC(=O)c2ccco2)c1	2%	6%	9%
C=CCc1ccccc1OCCOc1ccc([N+](=O)[O-])cc1/C=N/NC(N)=O	3%	u	u
Cc1ccn2cc(-c3ccc(C)c(NS(=O)(=O)c4ccc(Cl)cc4)c3)nc2c1	5%	21µM*	23µM*
CC(C)C(=O)Nc1cccc(NC(=O)c2cccc(Br)c2)c1	-5%	u	6%
Cc1nc2ccc(NC(=S)NC3CC3)cc2nc1C	0%	-27%	-17%
CCOC(=O)c1cc2c(=O)n3cccc(C)c3nc2n(CC2CCCO2)c1=NC(C)=O (centres undefined)	x	u	-7%&-27%
CCc1ccccc1NC(=O)Cn1nc(C)n2cccc2c1=O	5%	0%	-15%
COc1cccc(CN(C)C(=O)c2ccc(S(=O)(=O)Nc3ccccc3F)cc2)c1OC	0%	u	u
C=CCNC(=O)COC(=O)COc1ccc(Cl)cc1	-5%	2%	7%
CC1CC(C)CN(C(=O)CCC(=O)Nc2nnc(C3CCCCC3)s2)C1 (centres undefined)	3%	u	u
O=C(COc1ccc(C(=O)c2ccccc2)cc1)NC1CCCCC1	5%	-18%	-6%
Cc1cccc(Nc2ncnc3onc(-c4cccc(Cl)c4)c23)c1C	x	18µM*	21µM*
Cc1ccc(C(=O)N2CCN(c3ncccn3)CC2)c(C)c1	0%	-3%	2%

Taken from above:
For TDP1 cell noCPT, CCOC(=O)C1CCN(c2ncnc3c2c(-c2ccccc2)cn3-c2cccc(C)c2)CC1 has 23µM*
For TDP1 inh, Cc1sc2nc(C3CCCCC3)nc(SCC(=O)N3CC(=O)Nc4ccccc43)c2c1C has 2%
For TDP1 cell noCPT, Cc1cc(C)c(-c2cc(NC(=O)COC(=O)c3ccc(NC(=O)CC#N)cc3)n(-c3ccccc3)n2)cc1C has -12%

Continued:
Structure	TDP1 inh	TDP1 cell noCPT	TDP1 cell CPT
Cc1cccc(N=C2NC(=O)/C(=C/c3cccn3C)S2)c1C	x	8.2µM*	u
O=C(O)c1ccc(N2C(=O)c3ccccc3C2=O)cc1[N+](=O)[O-]	x	-14%	12%
COc1ccc(-c2c3c(cc4ncn(Cc5ccccc5)c24)COC3=O)cc1	2%	23µM*	u
CCOc1cc(Cl)c(S(=O)(=O)NCCCn2ccnc2)cc1Cl	5%	16µM*	21µM*
COc1ccccc1NS(=O)(=O)c1ccc(C)c(C(=O)Nc2ccc(S(=O)(=O)Nc3onc(C)c3C)cc2)c1	x	1%	3%
CC(C1CC2CCC1C2)n1c(-c2cccs2)n[nH]c1=S (centres undefined)	6%	u	u
COC(=O)c1[nH]c2c(c1C)C(=O)CC(c1cc(OC)ccc1OC)C2 (centres undefined)	-1%	2.9µM*	3.3µM*
COc1ccc([C@H]2CC(=O)C=C(c3ccc(C)c(F)c3)C2)cc1	-7%	-13%	-1%
COCc1nnc(NC(=O)CCSc2ccccc2)s1	3%	-11%	-1%
O=C(c1cccc([N+](=O)[O-])c1)N1CCN(c2cccc(Cl)c2)CC1	4%	18µM*	18µM*
Cc1ccc(C(=O)NNC(=O)C(C)Oc2ccccc2F)cc1S(=O)(=O)N1CCOCC1 (centres undefined)	x	6%	0%
Cc1c(C(=O)NCc2ccc(C#N)cc2)sc(=O)n1Cc1ccccn1	x	2%	-5%
CC(=O)Nc1ccc(S(=O)(=O)n2cnc(C)c2)cc1	1%	6%	-15%
COc1cccc(CNC(=O)C2CCN(S(=O)(=O)c3cccs3)CC2)c1	2%	-10%	9%
CN(Cc1ccccc1)c1nc(N)nc(Cl)c1C=O	9%	u	-26%
CCc1ccc(NC(=O)C(C)OC(=O)c2ccc(N3CCCC3)c([N+](=O)[O-])c2)cc1 (centres undefined)	3%	u	u
CCCOc1ccc(/C=N/O)cc1	-9%	-2%	-6%
Cc1ccc2c(CN(C)Cc3ccc(Cl)cc3)cc(=O)oc2c1	-11%	u	1%
O=C(c1cc2ccccc2cc1OCC(O)CN1CCCCC1)N1CCCCC1 (centres undefined)	2%	-20%	-17%
O=c1[nH]nc(Cc2ccccn2)c2ccccc12	5%	6%	u
Cc1ccc(NC(=O)c2ccc(CN3C(=O)CCn4nc(C)cc43)cc2)c(Cl)c1	3%	u	u
CCOc1ccccc1NC(=O)Cn1cnc2onc(-c3ccc(F)cc3)c2c1=O	-5%	u	u
COc1ccccc1CNc1ccc(-c2nc(C)no2)cc1[N+](=O)[O-]	0%	7.3µM*	7.3µM*
COc1ccc(CCC(=O)N(C)CC(=O)Nc2ccc(N3CCOCC3)cc2)cc1	1%	-4%	14%
COc1cccc(C(=O)O)c1OS(=O)(=O)c1ccc(C)cc1	x	-3%	-6%
COc1ccc(C(=O)COC(=O)C(CCSC)NS(=O)(=O)c2ccc(Cl)cc2)cc1 (centres undefined)	4%	-23%	u
